# Compound activity as filed in PubChem BioAssay.
# FEN1 inh: inhibitors of human flap endonuclease 1 | P39748 | Recombinant FEN1 flap cleavage, fluorescence, 15 min | Potency, µM (top dose mostly 114 µM), for inactives: at the highest dose activity change, negative = inhibition, usual class: inhibitors | 390,000 tested, 0.35% active | AID 588795; also: nearly all actives have a fitted effect of over 65% in size
# Target sequence (P39748 whole entry, looked up): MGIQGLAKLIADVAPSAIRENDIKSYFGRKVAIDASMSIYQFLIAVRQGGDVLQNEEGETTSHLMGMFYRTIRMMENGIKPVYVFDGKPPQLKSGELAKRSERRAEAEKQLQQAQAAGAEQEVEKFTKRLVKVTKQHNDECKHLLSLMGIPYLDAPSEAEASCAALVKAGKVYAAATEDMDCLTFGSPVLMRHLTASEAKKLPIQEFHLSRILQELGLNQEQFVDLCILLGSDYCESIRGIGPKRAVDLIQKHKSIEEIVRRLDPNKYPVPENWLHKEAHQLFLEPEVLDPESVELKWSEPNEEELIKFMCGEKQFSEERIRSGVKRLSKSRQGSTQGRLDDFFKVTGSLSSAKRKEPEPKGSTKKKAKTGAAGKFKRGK
#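 With each library titrated from low to high concentration, compounds met 10 nM FEN1 for 15 min at room temperature before 50 nM substrate was added; readings at 0 and 15 min fed four-parameter Hill curve fits.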
# N370S GC: inhibitors or activators of N370S glucocerebrosidase for Gaucher disease | AID 2101 | 330,000 tested, 0.092% active | Potency, µM (doses to about 59.4 µM), for inactives: at the top dose activity change, negative = inhibition, usual class: inhibitors | N370S GC spleen homogenate, 4MU-glucoside fluorescence;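 also: 0% = full enzyme activity and -100% = no enzyme basal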
# TDP1 inh: blocks human tyrosyl-DNA phosphodiesterase 1; Q9NUW8; recombinant TDP1, AlphaScreen DNA substrate cleavage; Potency, µM (doses to about 130 µM), without a hit: top-dose activity change, negative = inhibition, hits mostly inhibitors; 350,000 tested, 0.28% active; also: nearly all actives have a fitted effect of over 40% in size
# Target sequence (Q9NUW8 whole entry, looked up): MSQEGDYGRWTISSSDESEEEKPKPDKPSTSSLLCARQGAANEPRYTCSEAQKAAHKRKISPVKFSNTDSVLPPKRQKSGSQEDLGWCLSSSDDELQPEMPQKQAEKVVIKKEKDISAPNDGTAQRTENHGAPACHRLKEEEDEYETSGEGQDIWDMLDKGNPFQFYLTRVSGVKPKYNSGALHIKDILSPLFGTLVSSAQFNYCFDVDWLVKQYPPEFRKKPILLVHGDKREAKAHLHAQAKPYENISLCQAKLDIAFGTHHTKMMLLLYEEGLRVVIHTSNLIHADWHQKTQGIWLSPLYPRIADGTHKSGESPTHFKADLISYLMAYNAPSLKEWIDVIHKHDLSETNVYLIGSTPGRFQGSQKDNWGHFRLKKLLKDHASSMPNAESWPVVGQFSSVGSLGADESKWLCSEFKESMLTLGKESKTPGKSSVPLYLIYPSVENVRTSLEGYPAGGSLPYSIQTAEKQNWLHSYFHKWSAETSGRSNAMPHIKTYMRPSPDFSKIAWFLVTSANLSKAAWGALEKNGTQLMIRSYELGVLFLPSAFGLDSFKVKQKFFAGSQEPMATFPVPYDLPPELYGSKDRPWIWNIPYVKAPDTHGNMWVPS
#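 Here, a 5' biotin and 3' phosphotyrosine-FITC DNA oligonucleotide reports Tdp1 activity: intact substrate bridges AlphaScreen beads, while cleavage leaves a 3' phosphate and drops signal. All incubations at room temperature.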
# Starred values were filed as active, the others as inactive; u = inconclusive; x = not tested or not shown; & = joins results of further samples; [ ] = remark or other dose. Calls follow the shape of the dose curve; as a rule, active = well fitted curve in the direction sought with a large enough effect; inconclusive = small, poorly fitted or top-dose-only effect, or another doubt; inactive = no such curve, though single readings can be large; an effect the other way counts as inactive or inconclusive. Unless noted, % is scaled to controls: 0 for no effect and ±100 for the full control effect; potency is read from the fitted curve at half-maximal effect.
# Value order – FEN1 inh, N370S GC, TDP1 inh
Cc1ccc(C2C(/C=C3/SC(=S)NC3=O)=C(c3cccs3)Oc3ccccc32)cc1 (stereo not given)
    u, -8.5%, 10.9%
Cc1cccc(-c2oc3ccc(-c4ccc5c(c4)OCO5)cc3c2C(=O)OCc2ccc(O)cc2)c1
    3.4%, 4.4%, x
COc1ccc(NS(=O)(=O)c2coc(C(N)=O)c2)cc1Cl
    20.6%, 6.4%, -2.6%
COC(=O)c1sccc1S(=O)(=O)Nc1ccc(N2CCCCC2)cc1
    1.1%, 0.9%, 8.0%
COc1cc(OC)cc(-c2c(-c3ccc(F)cc3)c3cc(Br)ccc3n2C)c1
    13.9%, x, 1.3%
COc1ccc(/C=C/C(=O)OCC(=O)Nc2ccc(Cl)cn2)cc1
    14.4%, -3.8%, -2.6%
O=C(COCc1cc(-c2ccco2)on1)NC1CCCCC1
    18.7%, -7.2%, 4.9%
Clc1ccc(CSc2nnc(-c3c[nH]c4ccccc34)o2)cc1
    -17.6%, 9.5%, 3.6%
CN(CC(=O)Nc1ccccc1Cl)C(=O)Cn1cc(C(F)(F)F)cc(Cl)c1=O
    0.4%, -12.8%, -16.6%
Cc1nnc(N/N=C/C2CC=CCC2)[nH]c1=O (stereo not given)
    3.7%, -3.7%, 3.0%
COc1ccc2oc(C(=O)OCC(=O)NCC3CCCO3)c(C)c2c1 (stereo not given)
    -1.5%, -1.7%, x
CCc1ccccc1NC(=O)CSc1nnc([C@@H](NC(=O)OC(C)(C)C)C(C)C)o1
    -4.6%, -0.1%, 0.5%
Cc1nnc(NC(=O)C2CCCN(c3ncccn3)C2)s1 (stereo not given)
    -6.0%, -6.3%, 0.0%
CN(Cc1ccccc1)c1ccc(N2C(=O)CCCC2=O)cc1[N+](=O)[O-]
    0.2%, 15.1%, 1.9%
COc1ccc(NC(=O)CSc2nc(SC)ns2)c(OC)c1
    -15.0%, -1.3%, 6.6%
COc1ccc(Nc2cc(C)c3cc(NC(=O)Cc4ccc(Cl)cc4)ccc3n2)cc1
    -12.7%, x, 9.9%
CCOC(=O)c1sc(NC(=O)C2CC2)nc1C
    36.5%[activator], 3.4%, 2.9%
O=C(COC(=O)c1ccc(S(=O)(=O)N2CCOCC2)cc1)Nc1ccccc1OC(F)F
    -4.2%, x, -0.9%
COc1cccc(N2CC(C(=O)Nc3ccc(F)cc3)CC2=O)c1 (stereo not given)
    15.9%, -14.2%, 6.5%
Oc1ccc(-c2cn3c(n2)SCC3)cc1O
    u, -3.8%, x

# Gathered by group, the entries above containing a Cl atom
# Value order – FEN1 inh, N370S GC, TDP1 inh
COc1ccc(NS(=O)(=O)c2coc(C(N)=O)c2)cc1Cl
    20.6%, 6.4%, -2.6%
COc1ccc(/C=C/C(=O)OCC(=O)Nc2ccc(Cl)cn2)cc1
    14.4%, -3.8%, -2.6%
Clc1ccc(CSc2nnc(-c3c[nH]c4ccccc34)o2)cc1
    -17.6%, 9.5%, 3.6%
CN(CC(=O)Nc1ccccc1Cl)C(=O)Cn1cc(C(F)(F)F)cc(Cl)c1=O
    0.4%, -12.8%, -16.6%
COc1ccc(Nc2cc(C)c3cc(NC(=O)Cc4ccc(Cl)cc4)ccc3n2)cc1
    -12.7%, x, 9.9%

# Following part
# Value order – FEN1 inh, N370S GC, TDP1 inh
COc1ccc2nc(Nc3nc(C)c(C(C)=O)s3)sc2c1
    -5.8%, -14.9%, 4.8%
CC(C)=CCn1cnc2c1c(=O)n(C)c(=O)n2C
    x, -10.1%, 7.5%
O=C1CC(c2ccc3c(c2)OCO3)c2cc3c(cc2N1)OCO3 (stereo not given)
    -0.1%, 1.3%, 2.0%
CCOc1ccc(/C=C2\CCc3ccccc3C2=O)cc1
    3.7%, 12.0%, 1.4%
O=C1/C(=C/c2ccccc2F)SC(=S)N1CCC(=O)N1CCCCC1CCO (stereo not given)
    -10.4%, -15.5%, 8.1%
Cc1ccc(C)c2[nH]c(=O)c(CN(Cc3nnnn3C3CCCCC3)CC3CCCO3)cc12 (stereo not given)
    6.2%, -10.3%, 2.1%
O=c1[nH]ncc(N/N=C\c2cccs2)c1Cl
    6.1%, -10.9%, 5.0%
O=C(CCc1ccccc1)NN1C(=O)C2C3C=CC(O3)C2C1=O (stereo not given)
    0.0%, -2.2%, 3.6%
Cc1ccc(CN2CCN(/N=C/c3cccnc3)CC2)cc1
    0.3%, -5.3%, 6.9%
CCOC(=O)c1sc(=S)n(-c2ccc(C)cc2)c1N
    12.2%, 1.4%, 1.2%
Cc1cc(C)c2c(-n3cccc3)c(C(=O)NCCCN3CCCCC3)sc2n1
    16.9%, x, 5.7%
O=C(CN1C(=O)c2cccc([N+](=O)[O-])c2C1=O)NNC(=O)c1ccc(F)cc1
    15.7%, x, -0.3%
COc1ccc(-n2nnnc2SCC(=O)Nc2ccccc2N2CCOCC2)cc1
    -1.7%, -7.8%, 4.7%
CCOCCn1c(CN2CCN(C(=O)c3ccco3)CC2)nc2c1c(=O)n(C)c(=O)n2C
    15.3%, -1.1%, x
O=C(NCc1cccs1)C1CC(=O)N(C2CCCC2)C1 (stereo not given)
    3.7%, 2.9%, -2.1%
C[C@H](CO)N1C[C@H](C)[C@@H](CN(C)C(=O)Nc2ccc(C(F)(F)F)cc2)Oc2c(NS(=O)(=O)c3ccccc3)cccc2C1=O
    -1.5%, x, 0.8%
COC(=O)Cn1cnc(C(=O)Nc2ccc(C)c(C)c2)n1
    20.3%, x, -0.1%[56.1 µM]
O=C(O)CSc1nnc(-c2ccncc2)n1CCc1ccccc1
    -3.6%, 3.7%, 0.0%
O=C(/C=C/c1ccccc1Cl)NCCCn1ccnc1
    6.0%, 0.6%, 3.9%
Cc1ccc([N+](=O)[O-])cc1N(CC(=O)NCC1CCCO1)S(C)(=O)=O (stereo not given)
    -4.4%, 6.3%, 3.7%
CSc1ncccc1C(=O)OCC(=O)NC(N)=O
    -3.6%, 2.6%, 3.9%
CCCCNC(=S)NCCN1CCN(C(=S)NCCCC)CC1
    8.7%, -3.8%, 7.1%
CC1=C(C(=O)Nc2cccc(C)n2)C(c2ccc3c(c2)OCO3)C2=C(CC(c3ccco3)CC2=O)N1 (stereo not given)
    -0.7%, 7.2%, 2.2%
CCOc1ccccc1CN1CCN(Cc2cccc3c2OCO3)CC1CCO (stereo not given)
    22.0%, 7.2%, 0.0%
Cc1ccc(C)c(N2CCN(C(=O)CCCN3C(=S)NC(C)(C)CC3C)CC2)c1 (stereo not given)
    2.2%, 1.9%, 10.5%
CC(C)c1ccc(NC(=O)c2ccc3c(O)c(S(=O)(=O)c4ccccc4)c(=O)[nH]c3c2)cc1
    3.0%, x, 2.6%
CCO[C@H]1OC(C(N)=O)=C[C@@H](c2ccccc2)[C@@H]1CCCO
    -10.1%, -8.8%, 5.1%
CC1=C(C#N)C(Nc2ccc(Cl)cn2)(C(F)(F)F)C(=O)N1 (stereo not given)
    0.8%, 4.1%, 0.0%
O=C(CSc1ncnc2c1oc1ccccc12)c1cccs1
    3.1%, -7.3%, 2.0%
COC(=O)C1=C(CSc2nc3c(cc2C#N)CN(C)CC3)OC(N)=C(C#N)C1c1ccc(F)cc1 (stereo not given)
    -20.9%, -25.3%, 0.0%
COc1cccc(CN(CC2CCCO2)S(=O)(=O)c2ccc(S(=O)(=O)N(C)C)cc2)c1 (stereo not given)
    -7.0%, 10.9%, 3.0%
CN(CCO)c1cc(N2CCC3(CC2)OCCO3)c2nonc2c1[N+](=O)[O-]
    -9.6%, -8.6%, 2.7%
C#CCN1C(C)=C(C(=O)OC)C(c2cccc([N+](=O)[O-])c2)C(C(=O)OCC)=C1C (stereo not given)
    u, 6.0%&4.0%, 12.3%[56.1 µM]
COCCn1c(Cc2ccccc2)nnc1SCC(=O)NC(C)(C)C
    2.0%, 6.3%[2.35 µM], 3.0%
O=C(/N=C1\NC(=O)C(F)(C(F)(F)F)S1)NC1CCCCC1 (stereo not given)
    0.8%, 2.5%, 1.1%
Cc1cccc2c(C(=O)Nc3ccc(Br)cc3)cc(-c3ccccn3)nc12
    -0.8%, -12.7%, 0.0%
CCOC(=O)c1cccc(NC(=O)Cn2c(=O)nc(-c3ccccc3)c3ccccc32)c1
    -4.4%, x, -6.2%
COc1ccc(Cc2cnc(N)s2)cc1
    -11.6%, -4.5%, -3.7%
O=C(CNC(=O)c1cccc(Br)c1)N/N=C/c1cn[nH]c1-c1ccccc1
    4.1%, -9.0%, 2.6%
O=C(COC(=O)c1c[nH]c(=O)[nH]c1=O)Nc1cccc([N+](=O)[O-])c1
    15.7%, x, -0.4%
NNC(=S)Nc1ccc(S(=O)(=O)N2CCOCC2)cc1
    -16.4%, -12.6%, 8.2%
CC(=O)Nc1ccccc1OC(=O)N1CCOCC1
    -2.5%, x, -0.9%
Cc1ccc(-n2ncc3c(N4CCCCCC4)ncnc32)cc1C
    13.7%, x, -10.4%
CCOc1ccc2nc(SCC(=O)NCc3ccc(OC)c(OC)c3)[nH]c2c1
    8.1%, -5.2%, -1.2%
CCc1c(C)c(C#N)c2nc3ccccc3n2c1NCCN(C)C
    -17.3%, -17.9%, 2.3%
COCCNC(=O)C1CCC(=O)N(c2ccc(OC)cc2)C1c1ccc(OC)c(OC)c1 (stereo not given)
    -3.5%, 2.5%, 5.3%
O=C(CSc1nnc(CNC(=O)c2ccccc2F)n1-c1ccccc1)Nc1ccccc1F
    -15.8%, x, -2.3%
CC(C)CCN(C(=O)CCSc1ccc(F)cc1)c1c(N)n(Cc2ccccc2)c(=O)[nH]c1=O
    -0.3%, -0.7%, -3.8%
CCOC(=O)C1=C(C)NC(=O)NC1c1ccc(OC(C)C(=O)O)c(OC)c1 (stereo not given)
    -2.2%, 0.6%, 4.3%
CCN(CC)c1ccc(/C=N/NC(=O)Nc2ccccc2)cc1
    -17.7%, u, 8.4%

# Additional compounds.
# Value order – FEN1 inh, N370S GC, TDP1 inh
O=C(O)CSCC(=O)N1CCc2c([nH]c3ccccc23)C1C(F)(F)F (stereo not given)
    0.8%, 2.4%, x
CCOC(=O)N1CCN(CC(O)COCc2ccc(Cl)cc2)CC1 (stereo not given)
    -1.1%, -18.3%, 2.3%
COc1cccc(NC(=O)C2CCN(S(=O)(=O)c3ccccc3)CC2)c1
    13.2%, -9.8%, -0.4%
CCOC(=O)c1cc(-c2ccc(F)cc2)nc2c1c(=O)[nH]c(=O)n2Cc1ccccc1
    16.3%, -6.7%, -11.1%
CC(/C=C(\NC(=O)c1ccccc1)C(=O)N=Nc1c(O)[nH]c2ccc(C)cc12)=C\c1ccccc1
    8.7%, 0.2%, 5.7%
Cc1cc(C)c2c(=O)[nH]c(SCC(=O)Nc3ccc(N(C)C)cc3)nc2n1
    -18.5%, -17.8%, 3.9%
O=[N+]([O-])c1cc(S(=O)(=O)c2ccc(N3CCCCC3)c([N+](=O)[O-])c2)ccc1N1CCCCC1
    0.0%, 15.5%, 7.7%
Cc1ccc(CNC(=O)C2CCN(S(=O)(=O)N3CCOCC3)CC2)cc1
    -0.4%, 6.2%, 0.0%
COc1ccc(N2CCN(C(=O)COc3ncnc4ccccc34)CC2)cc1
    -5.6%, -0.6%, 2.5%
CCC(C)(C)NC(=O)C(c1ccco1)N(C(=O)c1csnn1)c1cccc(F)c1 (stereo not given)
    0.9%, -3.0%, 1.0%
COc1ccc(C(=O)CSc2nnc(NC(=O)C3CC(=O)N(c4cccc(OC)c4)C3)s2)cc1 (stereo not given)
    -3.0%, -1.7%, 0.0%
Cc1cccc(C(=O)NNC(=O)c2cccc(C)c2)c1
    -5.9%, 5.2%, 1.3%
CCC/C=N/NC(=O)c1cc(Br)ccc1O
    -4.0%, -14.9%, -2.7%
COc1ccc(OC)c(C2CC(c3ccccc3)=NN2C(=S)Nc2ccccc2)c1 (stereo not given)
    12.4%, -0.8%, 4.2%
O=C(NCCCN1CCCC1=O)C(=O)Nc1cccc(F)c1
    -0.7%, -9.8%, -8.2%
COc1ccc(-c2sc(Nc3ccccc3)n[n+]2-c2ccc(F)cc2)cc1Br
    5.2%, -5.3%, x
CCOC(=O)CSc1nc(N(C)C)nc(N(C)C#N)n1
    -2.8%, 17.7%, 0.0%
COc1ccc2oc(C(=O)Nc3cccc(S(=O)(=O)N4CCOCC4)c3)c(C)c2c1
    -19.1%, -29.6%, 6.5%
CC(=O)Nc1cccc(NC(=O)C2CC(=O)N(CCc3ccc(F)cc3)C2)c1 (stereo not given)
    0.3%, -6.1%, 6.7%
CCN(CC)S(=O)(=O)c1ccc(N2CCOCC2)c(NC(=O)C2CSC3(C)CCC(=O)N23)c1 (stereo not given)
    -0.7%, 2.4%, 4.4%[56.1 µM]

# As a working copy, part of the list above.
# Value order – FEN1 inh, N370S GC, TDP1 inh
CC(=O)Nc1cccc(NC(=O)C2CC(=O)N(CCc3ccc(F)cc3)C2)c1 (stereo not given)
    0.3%, -6.1%, 6.7%
CCN(CC)S(=O)(=O)c1ccc(N2CCOCC2)c(NC(=O)C2CSC3(C)CCC(=O)N23)c1 (stereo not given)
    -0.7%, 2.4%, 4.4%[56.1 µM]

# Rows were taken by chance. About 0.53% of those tested had a hit in this group.
